From PubChem BioAssay
SR-BI HDL uptake: blocks mouse SR-BI lipid uptake from DiI-HDL. AID 488896. ldlA[mSR-BI] CHO cells, DiI-HDL uptake fluorescence, 3 h. Q61009. hit rate 0.96% among 320,000. inhibition, % at 12.5 µM;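 active means mean replicate inhibition of at least 70% and a set share of replicates each scoring 70 or more; inconclusive means meets just one of the two criteria; inactive means fails both criteria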;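 further: 0% = median of neutral control wells and 100% = median of positive control wells; values of inactives mirror those of a sister screen read the other way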
Target sequence (Q61009 whole entry, looked up): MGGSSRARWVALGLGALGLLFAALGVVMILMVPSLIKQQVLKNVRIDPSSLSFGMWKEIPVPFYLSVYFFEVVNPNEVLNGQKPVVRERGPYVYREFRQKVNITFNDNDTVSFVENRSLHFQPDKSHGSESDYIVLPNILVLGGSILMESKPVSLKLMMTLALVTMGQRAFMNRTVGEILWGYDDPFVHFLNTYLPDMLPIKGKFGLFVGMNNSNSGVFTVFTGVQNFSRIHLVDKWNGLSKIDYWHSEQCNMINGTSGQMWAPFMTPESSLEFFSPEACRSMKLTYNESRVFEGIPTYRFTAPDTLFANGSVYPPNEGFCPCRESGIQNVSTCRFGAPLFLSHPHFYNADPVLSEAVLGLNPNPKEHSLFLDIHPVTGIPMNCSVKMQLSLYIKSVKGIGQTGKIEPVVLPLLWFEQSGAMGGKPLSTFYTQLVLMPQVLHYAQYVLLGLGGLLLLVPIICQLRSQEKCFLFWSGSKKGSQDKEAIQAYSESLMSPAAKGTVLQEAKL
SR-BI DiI-HDL act: SR-BI HDL lipid transfer activation | CHO ldlA[mSR-BI] cells, DiI-HDL uptake fluorescence, 3 h; 100 = double the neutral-control signal | activation, % at 12.5 µM | hit rate 0.096% among 320,000 | AID 504775;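 active means mean replicate activation of at least 60% and every replicate at or above 60%; inconclusive means mean or all-replicate condition met, but not both; inactive means mean below 60% and not all replicates reaching 60%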;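 further: 0% = median plate neutral-control signal and 100% = twice that signal; values of inactives mirror those of a sister screen read the other way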
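Test system: SR-BI-overexpressing, LDLR-lacking CHO cells; Also added: labelled HDL, 10 µg/mL; Measured by: bottom-read cell fluorescence after medium removal, ex 550/em 595 nm; Timing: 3 h uptake period with compound, 37 °C; Buffer or medium: F12, 0.5% BSA, 25 mM HEPES; Doses: single compound concentration, delivered by pin transfer.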
AddAB inh: less growth of phage-infected E. coli with AddAB | E. coli expressing H. pylori AddAB, absorbance growth | inhibition, % at 11.9 µM | hit rate 0.29% among 330,000; in the data active means inhibition above about 12%;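 further: 0% = vehicle wells of infected cells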
phage Ecoli inh: E. coli growth loss with phage present | growth absorbance | hit rate 0.26% among 360,000 | inhibition, % at 11.9 µM | AID 651602; in the data active means inhibition above about 11%
Wnt bcat act: activates Wnt/beta-catenin signaling in a reporter cell assay | activation, % at 9.35 µM | hit rate 1.2% among 300,000 | AID 743398 | activator, plate reader; in the data active means activation above about 30%, passing the limit was not always enough; inconclusive means no clear call, values can overlap the other calls;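 further: 0% = neutral control wells and 100% = positive control wells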
MITF TRPM1 HTS: MITF TRPM1 promoter activation in melanoma cells; AID 588334; activation, % at 12.5 µM; SK-MEL-5 TRPM1-promoter luciferase, 24 h; % of positive control, neutral wells = 0; hit rate 0.75% among 300,000;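 active means mean activation of at least 80% with every replicate also reaching 80%; inconclusive means mean reaches 80% but some replicate falls short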;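 further: 0% = neutral control wells and 100% = parthenolide positive control wells; values of inactives mirror those of a sister screen read the other way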
CAL PDZ FP-1: inhibitors of human CAL PDZ peptide binding; hit rate 0.92% among 300,000; AID 602252; Q9HD26; inhibition, % at 24.9 µM; purified CAL PDZ, TMR-peptide fluorescence polarization, 1 h;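 active means mean inhibition of at least 30% with at least half of replicates also reaching 30%; inconclusive means no clear call, values can overlap the other calls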;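 further: 0% = DMSO neutral control and 100% = excess unlabeled competitor peptide PRC23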
E coli growth: bacterial growth inhibition, counter-screen for AddAB inhibitors; E. coli V3065 growth, OD600 absorbance, 18 h; inhibition, % at 11.9 µM; hit rate 0.27% among 330,000; AID 449728;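 active means inhibition above the campaign's mean inhibition across all tested compounds plus 3 SD, cut at about 9.9% in these data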;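 further: uninfected addAB+ strain grown without phage in ampicillin broth; 0% = DMSO wells and 100% = ciprofloxacin 0.95 µg/ml wells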
Tat export inh: E. coli Tat transport inhibition; E. coli MC4100 TorA-mCherry Tat export, fluorescence; inhibition, % at 10 µM; hit rate 0.036% among 340,000; AID 488895;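 active means mean replicate inhibition at least 50% and at least half of replicates individually reaching 50%; inconclusive means only one of the two criteria met; inactive means neither criterion met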;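 further: exported cargo escapes ClpAP degradation while cytoplasmic cargo is degraded and loses fluorescence; 0% = median of neutral control wells and 100% = median of NaSCN control wells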
CAL PDZ FP-2: blocks peptide binding to human CAL PDZ domain; Q9HD26; purified CAL PDZ, TMR-peptide fluorescence polarization, 1 h; inhibition, % at 20 µM; hit rate 0.02% among 330,000; AID 504414;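 active means highest replicate inhibition of at least 40%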;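 further: plate controls were DMSO neutral control wells for no effect and unlabeled competitor peptide control wells for full effect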
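Read-out basis: mP drop reported as inhibition | Assay system: Tagged CAL PDZ protein CerCALP, purified | Benchmarks: Unlabelled peptide for full inhibition, DMSO wells as neutral | Schedule: 1 h incubation at room temperature before polarization reading | Buffer or medium: Sodium phosphate/NaCl buffer pH 7.4 with TCEP, IgG, Thesit | Doses: Single point, 20 µM | Measured by: Fluorescence polarization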
Active calls of the source: *; ? = inconclusive; . = not tested or not shown.

SMILES	SR-BI HDL uptake	SR-BI DiI-HDL act	AddAB inh	phage Ecoli inh	Wnt bcat act	MITF TRPM1 HTS	CAL PDZ FP-1	E coli growth	Tat export inh	CAL PDZ FP-2
Cc1ccc(N2CC(C(=O)Nc3ccncc3)CC2=O)cc1 (centres undefined)	-5	5	1.5	-0.1	.	-10	-5	5.5	-4	-2.0
Cc1ccc(-c2cnn(-c3ccccc3)c2N)cc1	-19	19	-0.2	0.6	43*	36	-6	1.6	-2	-0.2
COc1ccc(Cc2nc(-c3ccc(Cl)cc3)no2)cc1	16	-16	-1.2	2.5	15	.	4	0.6	2	-2.3
OCCNc1nc(Nc2ccc(O)cc2)nc2ccccc12	.	.	-0.6	-5.9	6	3	-4	0.2	8	4.0
Cc1ccccc1-n1ncc(C(C)NS(=O)(=O)c2sccc2C)c1C (centres undefined)	-7	7	-0.1	1.4	2	-2	-4	3.1	-9	0.3
CCOc1ccc(C2C(C(=O)Nc3ccc(F)cc3)=C(C)Nc3nc(CCCO)nn32)cc1 (centres undefined)	-4	4	5.1	2.6	3	2	-3	-3.7	-4	0.8
O=C(/C=C(\O)c1ccccc1)C(=O)NNC(=O)c1ccccc1	44	-44	-0.4	0.2	3	11	-1	0.7	-11	-0.5
Cc1nc(NC(=S)NC(=O)c2cncc(Br)c2)ccc1Br	7	-7	-1.4	1.1	-2	-1	9	-3.9	1	-0.5
COCC(=O)N(Cc1nc2ccccc2c(=O)[nH]1)Cc1cccs1	-28	28	-2.2	3.5	2	-6	-2	0.8	1	-2.0
CC1CCN(Cc2nc3c(c(=O)n(C)c(=O)n3C)n2CCc2ccccc2)CC1	-27	27	3.8	1.0	1	4	-1	-0.2	-8	.
CC(C)(C)NC(=O)CN(Cc1cccs1)C(=O)C1COc2ccccc2O1 (centres undefined)	0	0	1.6	1.6	.	3	.	0.2	5	-1.9
CCc1noc(C)c1C(=O)N1CCN(S(=O)(=O)c2cccc(C(F)(F)F)c2)CC1	-6	6	2.1	0.5	1	1	-3	-0.5	-3	0.1
O=C(CSC1=NS(=O)(=O)c2ccccc2N1)Nc1nccs1	-18	18	-1.7	-3.3	-1	3	-3	-1.6	9	0.3
COc1ccc(N2C(=O)CC(NCc3ccncc3)C2=O)cc1 (centres undefined)	-7	7	-1.5	-2.8	.	1	1	-1.0	1	-1.8
CCN1CCCC1CNS(=O)(=O)c1cccc(C(F)(F)F)c1 (centres undefined)	-11	11	1.2	1.5	-1	-5	-7	0.8	3	-1.4
COC(=O)c1nnn(-c2nonc2N)c1CN1CCCC1	25	-25	-0.3	-0.2	1	3	-5	-2.8	-3	1.0
O=C(COC(=O)/C=C/c1ccccc1Cl)NCCNC(=O)COC(=O)/C=C/c1ccccc1Cl	5	-5	-2.7	2.3	-1	-1	2	-1.5	-8	-2.0
CC[C@H](C)C(N)c1cn([C@@H](CC(N)=O)C(=O)N2CCNCC2)nn1 (some centres undefined)	-10	10	1.8	0.5	-4	10	-4	2.1	1	0.6
O=C(/C=C/c1cccs1)N1CCN(Cc2ccc3c(c2)OCO3)CC1	-22	22	3.1	1.3	0	1	-2	1.0	-5	-0.8
COc1ccc(C2/C(=C(/O)c3ccccc3)C(=O)C(=O)N2c2ncccn2)cc1OC (centres undefined)	-3	3	-0.2	1.4	3	13	-1	-2.0	-6	-1.5
O=C(CSc1nc2ccccc2o1)N1CCN(c2ccc(Cl)cc2)CC1	-41	41	2.8	2.4	.	.	1	-0.1	0	-0.8
Cc1ccc(CCC(=O)Nc2ccc(CC(=O)O)cc2)o1	-5	5	-0.7	3.2	-1	-9	-2	-1.7	0	.
COCCC(=O)N1CCC(Oc2ccc(C(=O)N3CCCCCC3)cc2)CC1	3	-3	1.9	-0.7	1	11	0	1.9	-4	-1.5
O=C(c1ccco1)N1N=C(c2cccs2)CC1c1ccco1 (centres undefined)	-35	35	-0.9	-0.3	-2	-1	-3	0.8	-8	-1.8
COc1ccc(-c2csc(C3=C(O)CN(Cc4ccc(Cl)cc4)C3=N)n2)cc1OC	87*	-87	1.8	0.7	0	1	-1	-1.9	1	0.2
COc1cccc(CSc2nnc(-c3ccco3)n2C)c1	-1	1	0.0	1.0	.	.	-3	0.4	-1	-1.0
Cc1ccc(NC(=O)CSc2nnc(Cc3cccn3C)n2-c2ccc(F)cc2)cc1	30	-30	4.4	2.6	-1	.	.	0.7	-1	-0.9
CS(=O)(=O)N1CCN(c2nnc(-c3ccccc3)c3ccccc23)CC1	55	-55	3.1	2.3	.	.	-2	0.7	-14	-0.3
O=C(Nc1c(C(=O)N2CCOCC2)cnn1-c1ccccc1Cl)c1ccco1	-12	12	3.1	2.0	.	0	.	2.3	6	-1.6
O=C(Nc1ccccc1)c1ccccc1OS(=O)(=O)c1ccccc1	-13	13	2.7	0.2	2	11	-2	-1.6	-3	-0.3
CCOc1ccc(S(=O)(=O)NC(C)(C)C)cc1-c1nc2c(C(C)(C)C)nn(C)c2c(=O)[nH]1	-2	2	-1.3	1.7	-20	-9	-2	0.2	13	-2.8
Cc1ccc(C)c(CNS(=O)(=O)c2c(C(=O)N3CCCC3)c(C)n(C)c2C)c1	-20	20	3.9	2.9	2	5	2	-3.4	-3	-2.6
CSc1nsc(SCC(=O)Nc2ccc(Br)cn2)n1	11	-11	5.3	3.9	1	.	-1	-0.2	7	-1.1
Cc1ccccc1CCN(CC(=O)NCc1ccc(F)cc1)C(=O)c1csnn1	-3	3	-0.6	-1.1	0	7	-4	-1.2	-4	-3.1
CC(=O)c1cccc(NC(=O)CC2S/C(=N/N=C/c3ccccc3)NC2=O)c1 (centres undefined)	13	-13	-1.2	3.4	-1	1	6	-0.8	-7	-1.5
Cc1ccc(N2CC(C(=O)NC(C)CCc3ccccc3)CC2=O)cc1 (centres undefined)	18	-18	3.0	-0.5	-1	-9	1	-1.4	11	-2.1
C=CCSc1nc(C)c(CC=C)c(=O)[nH]1	0	0	4.2	-1.7	.	-6	0	-1.3	3	-1.7
O=C(NC1CCCCC1)C1c2ccccc2C(=O)N1Cc1ccc2c(c1)OCO2 (centres undefined)	-16	16	0.2	2.8	-1	0	-3	-0.2	-4	-2.1
O=C(O)Cn1c(Cc2ccccc2)nc2ccccc21	3	-3	1.9	5.0	1	.	2	0.8	0	-4.4
CCCc1nc2ccccc2c(C(=O)OCC(=O)Nc2c(C)n(C)n(-c3ccccc3)c2=O)c1CC	7	-7	0.3	2.7	.	-13	-1	1.0	1	0.3
CCCCC(=O)Nc1cc(OC)c(NC(=O)C2CCCCC2)cc1OC	-37	37	-0.1	1.9	0	.	1	0.0	-5	.
CSCC[C@H](N)C(=O)N1CCC(C(=O)N[C@@H](Cc2c[nH]c3ccccc23)C(=O)O)CC1	0	0	-1.3	1.1	1	3	-2	0.6	-6	-0.4
CC12CCC(C(=O)Nc3c(Cl)cccc3Cl)(C(Br)C1=O)C2(C)C (centres undefined)	-31	31	2.1	1.5	-3	9	-4	1.2	-4	0.3
C[C@H](NC(=O)c1ccco1)C(=O)NNC(=O)COc1cccc(C(F)(F)F)c1	-20	20	-0.8	4.7	-4	-3	-3	-3.1	5	-0.6
CNc1nc(-c2ccc3c(c2)CCN3C(=O)c2ccccc2C)cs1	56	-56	2.4	1.2	6	149*	.	1.9	2	0.3
CCc1ccc2[nH]c(=O)c(C3C(C#N)=C(N)Oc4c3ccc3cccnc43)cc2c1 (centres undefined)	6	-6	5.1	0.9	.	-15	-7	5.2	-6	-2.8
O=C(Cc1n[nH]c(=O)c2ccccc12)N1CCN(c2ccc(F)cc2)CC1	-18	18	4.0	0.0	-2	-5	-4	-1.3	0	0.3
O=C(Nc1cccc(C(F)(F)F)c1)c1cccnc1NCCO	-11	11	-0.7	1.6	-1	14	.	0.3	-4	-2.0
COc1ccc(CC(=O)n2nc(-c3ccc(Cl)cc3)nc2NCc2ccco2)cc1	-8	8	-0.5	0.2	.	20	.	0.8	9	-0.8
CC(C)c1ccccc1NC(=S)N(C)C	4	-4	2.3	-1.5	3	.	-5	-0.9	0	-0.2
O=C1CCC/C(=N/NC(=O)c2ccc(NS(=O)(=O)c3cccs3)cc2)C1	-12	12	-0.7	-2.4	-2	-2	-1	-1.1	-6	1.7
O=C1ON=C(c2ccccc2)/C1=C/c1ccc(-c2ccccc2[N+](=O)[O-])o1	-10	10	6.4	2.7	-2	-66	0	-0.5	1	1.4
COCCNC(=O)C(Cc1c[nH]c2ccccc12)NC(=O)OCc1ccccc1 (centres undefined)	-7	7	-0.3	0.2	-1	.	-4	0.3	-8	0.1
O=C(CC1C(=O)NCCN1C(=O)Nc1ccc(F)cc1F)Nc1ccc(F)cc1 (centres undefined)	-11	11	0.8	0.6	0	.	-5	-1.7	0	-1.7
COc1ccc(NC(=O)Cn2nc(Cc3cccnc3)c3ccccc3c2=O)cc1OC	10	-10	-1.2	2.5	1	.	-4	-1.3	7	-0.1
CCn1c(N)cc(=O)[nH]c1=S	-8	8	.	1.5	-2	8	2	.	13	-0.8
Cc1cc(CN(C)C(=O)CC2C(=O)NCCN2Cc2ccc(F)c(F)c2)on1 (centres undefined)	-8	8	1.8	-0.6	-2	0	-1	-1.9	5	-0.3
CCCOc1cccc(C(=O)Nc2ccc(Br)cc2F)c1	-19	19	0.7	2.5	.	44	0	2.6	?	-0.2
O=C(Nc1ccc(Cc2ccc(NC(=O)N3CCOCC3)cc2)cc1)N1CCOCC1	-5	5	-0.6	2.0	-6	-10	1	-0.4	-2	-1.9
O=C(c1cc(-c2ccncc2)nc2ccccc12)N1CCN(c2ccccn2)CC1	0	0	-0.9	0.7	.	-11	.	-0.7	3	-2.9
CN(C)c1ccc(-n2cccc2/C=N/n2cnnc2)cc1	6	-6	0.9	1.9	.	-1	-1	1.0	-4	-0.1
O=C(CCN1C(=O)/C(=C/c2ccc(F)cc2)SC1=S)NCCc1ccc(O)cc1	-7	7	-1.9	0.8	2	-1	-4	-3.1	-2	-8.2
CCS(=O)(=O)Nc1ccc(C2=NN(S(=O)(=O)CC)C(c3cccs3)C2)cc1 (centres undefined)	-4	4	1.3	2.4	-4	9	.	-0.8	-11	-2.8

Pulled by compound from the list above, 2 records:
SMILES	SR-BI HDL uptake	SR-BI DiI-HDL act	AddAB inh	phage Ecoli inh	Wnt bcat act	MITF TRPM1 HTS	CAL PDZ FP-1	E coli growth	Tat export inh	CAL PDZ FP-2
CSCC[C@H](N)C(=O)N1CCC(C(=O)N[C@@H](Cc2c[nH]c3ccccc23)C(=O)O)CC1	0	0	-1.3	1.1	1	3	-2	0.6	-6	-0.4
CCCOc1cccc(C(=O)Nc2ccc(Br)cc2F)c1	-19	19	0.7	2.5	.	44	0	2.6	?	-0.2

The order is random. Share with any hit: about 3.6%.
